Screening data from PubChem BioAssay.
Eya2 inh: blocks the phosphatase activity of human Eya2; recombinant Eya2, OMFP fluorescence dephosphorylation (OMFP is methylfluorescein phosphate); 330,000 tested, 0.006% active; Potency, µM (doses to about 76.9 µM), without a hit: at the top dose activity, negative = inhibition, most hits filed as inhibitors; O00167; further: potency means the concentration at half of the fitted maximal effect; on the % scale 0 is the no-effect control and ±100 the full control effect
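Eya2 protein (added as 0.2 uM solution) was preincubated with compound for 10 min at ambient temperature in 50 mM HEPES pH 7.5, 50 mM NaCl, 5 uM MgCl2, 0.05% BSA, 1 mM DTT. OMFP (added at 50 uM) then reacted 10 min; fluorescence read at 485/525 nm.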
KCNH2 WT inh: KCNH2 (human, wildtype) channel inhibition. U2OS, BacMam KCNH2, thallium flux FluxOr; hits give low values. Q12809. activity change, % at 1.84 µM. 340,000 tested, 0.37% active;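 active means maximum activity change below -70%; inconclusive means maximum activity change between -70% and -50%; inactive means maximum activity change above -50%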; further: on the % scale 0 is the no-effect control and ±100 the full control effect
Target sequence (Q12809 whole entry, looked up): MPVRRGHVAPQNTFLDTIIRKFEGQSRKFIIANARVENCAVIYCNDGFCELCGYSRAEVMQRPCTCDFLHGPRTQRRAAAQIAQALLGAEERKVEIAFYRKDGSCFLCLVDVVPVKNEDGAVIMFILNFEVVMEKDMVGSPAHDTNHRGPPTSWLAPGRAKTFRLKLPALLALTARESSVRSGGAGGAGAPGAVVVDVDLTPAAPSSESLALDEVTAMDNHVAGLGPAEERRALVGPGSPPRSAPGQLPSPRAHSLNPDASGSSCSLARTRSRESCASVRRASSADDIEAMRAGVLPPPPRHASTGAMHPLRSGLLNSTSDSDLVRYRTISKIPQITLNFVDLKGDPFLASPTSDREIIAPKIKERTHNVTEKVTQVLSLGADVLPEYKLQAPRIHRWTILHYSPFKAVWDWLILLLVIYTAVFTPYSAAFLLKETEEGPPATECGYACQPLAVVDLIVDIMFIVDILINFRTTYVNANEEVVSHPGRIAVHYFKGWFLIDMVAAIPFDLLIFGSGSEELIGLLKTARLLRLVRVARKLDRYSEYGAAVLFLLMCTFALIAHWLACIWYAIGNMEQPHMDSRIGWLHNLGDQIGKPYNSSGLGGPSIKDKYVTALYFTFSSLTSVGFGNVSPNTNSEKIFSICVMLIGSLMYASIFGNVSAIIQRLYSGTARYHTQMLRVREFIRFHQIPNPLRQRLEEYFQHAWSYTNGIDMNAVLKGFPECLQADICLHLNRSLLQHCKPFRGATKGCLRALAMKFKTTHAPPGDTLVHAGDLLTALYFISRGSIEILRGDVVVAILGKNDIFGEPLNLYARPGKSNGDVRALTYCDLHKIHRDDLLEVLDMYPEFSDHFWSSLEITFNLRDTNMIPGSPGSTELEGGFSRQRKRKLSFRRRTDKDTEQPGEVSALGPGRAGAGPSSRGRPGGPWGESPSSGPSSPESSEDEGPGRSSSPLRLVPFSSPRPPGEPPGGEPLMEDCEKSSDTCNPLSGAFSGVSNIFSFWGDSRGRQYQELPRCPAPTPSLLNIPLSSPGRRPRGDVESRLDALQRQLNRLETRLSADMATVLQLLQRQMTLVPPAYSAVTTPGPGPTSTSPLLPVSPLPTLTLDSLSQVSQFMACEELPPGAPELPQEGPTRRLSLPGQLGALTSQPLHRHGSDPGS
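U2OS cells transduced with wild-type KCNH2 virus are loaded with FluxOr dye for 45 min, and thallium flux is measured in kinetic reads before and after stimulation buffer. Rate constants are normalized to DMSO controls.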
TCR act: activates T cell receptor signaling; 330,000 tested, under 10 active; Potency, µM (titrated, usually from 9.22 µM), for the others: at the top dose activation of IL-2 secretion, usual class: activators; primary human leukocytes, anti-CD3, IL-2 HTRF, 48 h; further: % of control where 0% means no effect
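Primary human leukocytes receive a-CD3 beads and test compound and are incubated 48 hr. Secreted IL-2 is then assayed by HTRF, measuring 665nm acceptor emission after 320nm excitation of the europium donor.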
ELG1 DNA repair: blocks ELG1-dependent DNA repair in HEK293T cells | HEK293T ELG1-luciferase reporter, luminescence, 16 h; DNA damage induced by 5-fluorouridine | Potency, µM (series often up to 46.1 µM), without a hit: at the highest dose activity change, negative = inhibition, hits mostly inhibitors | 330,000 tested, 2.3% active | AID 504467; further: potency means the concentration at half of the fitted maximal effect; on the % scale 0 is the no-effect control and ±100 the full control effect; nearly all actives have a fitted effect of over 55% in size
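Reporter activity after DNA damage by 5-fluorouridine is monitored. Compound-treated cells incubate 16 hr at 37 °C, then ONE-Glo is added for 30 min before luminescence reading.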
TSHR antag: human thyrotropin receptor antagonism; 330,000 tested, 0.2% active; activity change, negative = inhibition, % at 11.5 µM; TSHR-expressing cells, TSH-stimulated cAMP HTRF, 2 h; hits give low values;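 active means activity change below a set negative limit, meaning inhibition stronger than a set level, cut at about -70% in these data; inconclusive means activity change between two set negative limits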; further: on the % scale 0 is the no-effect control and ±100 the full control effect
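Inhibition of cAMP made by TSHR-expressing cells under TSH stimulation (4nM final, EC80; 2 h, 37 deg C) is quantified with a one-step lysis HTRF kit, anti-cAMP cryptate versus cAMP-d2.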
USP2a block: blocks human ubiquitin-specific protease USP2a; O75604; USP2 core, Ub-CHOP2 coupled fluorogenic reporter, 485/531; Potency, µM (highest dose often 38.3 µM), inactives show top-dose activity change, negative = inhibition, most hits filed as inhibitors; 330,000 tested, 0.01% active; AID 463254;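 further: potency means the concentration at half of the fitted maximal effect; plate controls were DMSO wells for no effect and full inhibition by NEM control for full effect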
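Deubiquitinase activity read as fluorescence (485/531 nm) after Ub-CHOP2 cleavage activates the enterokinase reporter on its substrate; USP2 core 10nM, Ub-CHOP2 and substrate 25nM each, 30min compound preincubation then 60min RT; data normalized to NEM, curves fitted.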
KCNH2 3.1 block: inhibitors of human KCNH2 3.1 potassium channel isoform. 340,000 tested, 0.95% active. U2OS KCNH2 3.1, thallium flux FluxOr; hits give low values. activity change, % (tested at about 1.8 µM);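 active means maximum activity change below -70%; inconclusive means maximum activity change from -70% to -50%; inactive means maximum activity change above -50%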;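 further: thallium influx rate constant from kinetic fluorescence after stimulation buffer; on the % scale 0 is the no-effect control and ±100 the full control effect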
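Measured as rate of thallium-driven FluxOr signal in transduced U2OS cells carrying the 3.1 channel, read kinetically for 2 min upon stimulation; values are rate constants scaled to DMSO control wells.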
TRPV1 ag: activates the human vanilloid receptor TRPV1. 320,000 tested, 0.19% active. TRPV1-expressing cells, Fluo-8 calcium influx, agonist mode. activation, % at 8.33 µM; in the data active means activation above about 80%; inconclusive means between about 30% and that limit; further: 0% is about no effect
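Cells expressing TRPV1 were dye-loaded with Fluo-8 and read kinetically: 10 s baseline, 3 min after compound (agonist portion), then 2 min after EC20 capsaicin (allosteric enhancer portion). Calcium-bound dye fluorescence at 480/520 nm.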
Mito fusion act: inhibitors of mitochondrial division or activators of mitochondrial fusion; S. cerevisiae fusion-defective mutant growth rescue, CellTiterGlo 48 h; Potency, µM (top dose mostly 46.1 µM), for the others: at the highest dose growth rescue (activation), most hits filed as activators; 320,000 tested, 0.23% active; AID 485298;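 further: potency means the concentration at half of the fitted maximal effect; % of control where 0% means no effect; nearly all actives have a fitted effect of over 45% in size; temperature-sensitive fusion mutants such as fzo1-1 at 37 °C on non-fermentable ethanol glycerol medium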
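Growth-rescue viability read-out: after 48 h at the non-permissive 37C in glycerol/ethanol YPEG, yeast mitochondrial fusion mutants are measured by CellTiterGlo luminescence; compounds (23 nl pinned per well) restoring growth score as division inhibitors or fusion activators.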
AT treatment: potential ataxia-telangiectasia treatments restoring KAP-1 phosphorylation; […] A-T fibroblasts, KAP-1 phosphorylation AlphaLISA; neocarzinostatin DNA damage 30 min before lysis; Potency, µM (highest dose often 57.5 µM), without a hit: at the highest dose activation, actives largely listed as activators; 320,000 tested, 0.19% active; AID 485349; further: potency means the concentration at half of the fitted maximal effect; % of control where 0% means no effect; nearly all actives have a fitted effect of over 45% in size
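ATM-like activity read as KAP-1 phosphorylation via AlphaLISA donor/acceptor antibody pairs after lysis and 6 hr at 25C. Cells were ATM-null patient fibroblasts ([…], hTERT), dosed 60 min, then exposed to the DSB inducer NCS for 30 min.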
* = called active by the depositor; ? = inconclusive; nt = not tested or not shown; [ ] = remark or other dose. Unless noted, the call rests on the fitted dose curve; in most records, active means well fitted curve in the direction sought with a large enough effect; inconclusive means small, poorly fitted or top-dose-only effect, or another doubt; inactive means no such curve, though single readings can be large; an effect the other way counts as inactive or inconclusive.

SMILES	Eya2 inh	KCNH2 WT inh	TCR act	ELG1 DNA repair	TSHR antag	USP2a block	KCNH2 3.1 block	TRPV1 ag	Mito fusion act	AT treatment
Cc1cc(C(F)(F)F)nc(SCC(=O)NC2CC3CCC2C3)n1 (stereo not drawn)	11%	7	5%	18%	-5	-1%	-2	5	-3%	-8%
CCN1C(=O)[C@H]2[C@@H](c3ccc(-c4cccc(Cl)c4)c(OC)c3)N3CCC[C@@]3(C(=O)OC)[C@H]2C1=O	-6%	2	1%	-6%	-17	3%	14	nt	nt	-3%
c1ccc(-c2ccc(-c3csnn3)cc2)cc1	-7%	4	2%	?	8	2%	-2	-4	0%	5%
COCCN=C(NS(=O)(=O)c1cccs1)c1ccccc1Cl	-1%	-8	nt	-6%	3	1%	14	nt	nt	7%
COc1ccc(CC(=O)OCC(=O)Nc2ncc(Cl)c(C)c2Cl)cc1	0%	-7	-2%	8%	21	0%	28	4	2%	-1%
Cc1c(C(=O)N(C)C)sc(NC(=O)c2cccc([N+](=O)[O-])c2)c1C#N	-7%	32	-2%	?	-1	1%	7	1	-3%	-7%
COc1ccc(N(CC(=O)Nc2cc(C)ccc2C)S(=O)(=O)c2c(C)[nH]c(=O)[nH]c2=O)cc1	-1%	0	-3%	9%	-1	5%	25	-3	-4%	9%
O=C(Cn1cnc2c(nnn2Cc2ccc(F)cc2)c1=O)NC1CCCC1	13%	3	-3%	17%	4	4%	-9	-1	2%	3%
COc1ccc(-c2nn(-c3ccccc3)cc2/C=C/C(=O)N2CCN(c3ccccn3)CC2)cc1	7%	2	-10%	-35%	-13	6%	-20	?	26%	0%
CC(=O)OCCCCCCCCCCC[N+]1(C)CCCCC1	3%	-7	-4%	9%	-5	2%	-24	1	-7%	-1%
Cc1cc(C)c2c(N)c(C(=O)N/N=C/c3cccnc3)sc2n1	0%	2	5%	?	-6	-2%	-7	2	1%	-28%
C[C@@H](C(=O)NCc1ccc(S(C)(=O)=O)cc1)[C@H]1C[C@]1(C)[C@H](NC(=O)OCc1ccccc1)c1ccccc1	-3%	nt	0%	?	-3	-3%	nt	20	-3%	7%
NC(=O)Cc1ccc(Nc2nnc(-c3ccccc3)c3ccccc23)cc1	-1%	0	-2%[46.1 µM]	15%	3	0%	nt	?	-5%	-16%
O=C(Nc1cc([N+](=O)[O-])ccc1C(=O)NCCN1CCOCC1)c1ccccc1	-20%	-2	4%	-5%	-11	-2%	0	11	-2%	8%
Cc1ccc(NC(=O)C(NC2CCCc3ccccc32)c2ccccc2)c([N+](=O)[O-])c1 (stereo not drawn)	3%	-5	-1%[46.1 µM]	14%	0	1%	-40	22	?	0%
O=C(c1ccc(-n2nc(C(F)(F)F)c3c2CCCC3)cc1)N1CCOCC1	-4%	-10	5%	5.2µM*	0	-4%	-21	?	0%	6%
O=C(CCCCn1c(=O)[nH]c2ccccc2c1=O)N1CCN(c2cccc(C(F)(F)F)c2)CC1	9%	7	6%	?	-7	-8%	-15	16	1%	-1%
COc1ccccc1NS(=O)(=O)c1cc(NC(=O)COc2ccccc2F)ccc1N1CCOCC1	-8%	16	0%	-4%	-18	-11%	-19	nt	nt	-1%
CCC(=O)N1CCc2cc(Br)cc(S(=O)(=O)CCC(=O)NCc3ccco3)c21	-10%	-14	1%[46.1 µM]	-9%	2	2%	4	-4	-1%	-1%
CC1CN(c2ccccc2)CCN1Cc1nc(Cc2ccccc2)no1 (stereo not drawn)	3%	-1	2%	-10%	-7	2%	7	27	3%	4%

No new results follow: entries from further up.
SMILES	Eya2 inh	KCNH2 WT inh	TCR act	ELG1 DNA repair	TSHR antag	USP2a block	KCNH2 3.1 block	TRPV1 ag	Mito fusion act	AT treatment
COc1ccc(CC(=O)OCC(=O)Nc2ncc(Cl)c(C)c2Cl)cc1	0%	-7	-2%	8%	21	0%	28	4	2%	-1%
Cc1c(C(=O)N(C)C)sc(NC(=O)c2cccc([N+](=O)[O-])c2)c1C#N	-7%	32	-2%	?	-1	1%	7	1	-3%	-7%
COc1ccc(N(CC(=O)Nc2cc(C)ccc2C)S(=O)(=O)c2c(C)[nH]c(=O)[nH]c2=O)cc1	-1%	0	-3%	9%	-1	5%	25	-3	-4%	9%
O=C(Cn1cnc2c(nnn2Cc2ccc(F)cc2)c1=O)NC1CCCC1	13%	3	-3%	17%	4	4%	-9	-1	2%	3%
COc1ccc(-c2nn(-c3ccccc3)cc2/C=C/C(=O)N2CCN(c3ccccn3)CC2)cc1	7%	2	-10%	-35%	-13	6%	-20	?	26%	0%
CC(=O)OCCCCCCCCCCC[N+]1(C)CCCCC1	3%	-7	-4%	9%	-5	2%	-24	1	-7%	-1%
Cc1cc(C)c2c(N)c(C(=O)N/N=C/c3cccnc3)sc2n1	0%	2	5%	?	-6	-2%	-7	2	1%	-28%
C[C@@H](C(=O)NCc1ccc(S(C)(=O)=O)cc1)[C@H]1C[C@]1(C)[C@H](NC(=O)OCc1ccccc1)c1ccccc1	-3%	nt	0%	?	-3	-3%	nt	20	-3%	7%
NC(=O)Cc1ccc(Nc2nnc(-c3ccccc3)c3ccccc23)cc1	-1%	0	-2%[46.1 µM]	15%	3	0%	nt	?	-5%	-16%
O=C(Nc1cc([N+](=O)[O-])ccc1C(=O)NCCN1CCOCC1)c1ccccc1	-20%	-2	4%	-5%	-11	-2%	0	11	-2%	8%
Cc1ccc(NC(=O)C(NC2CCCc3ccccc32)c2ccccc2)c([N+](=O)[O-])c1 (stereo not drawn)	3%	-5	-1%[46.1 µM]	14%	0	1%	-40	22	?	0%

Record cards (already shown). Order of values: Eya2 inh | KCNH2 WT inh | TCR act | ELG1 DNA repair | TSHR antag | USP2a block | KCNH2 3.1 block | TRPV1 ag | Mito fusion act | AT treatment
Cc1ccc(NC(=O)C(NC2CCCc3ccccc32)c2ccccc2)c([N+](=O)[O-])c1 (stereo not drawn) reads 3% | -5 | -1%[46.1 µM] | 14% | 0 | 1% | -40 | 22 | ? | 0%
CCC(=O)N1CCc2cc(Br)cc(S(=O)(=O)CCC(=O)NCc3ccco3)c21 reads -10% | -14 | 1%[46.1 µM] | -9% | 2 | 2% | 4 | -4 | -1% | -1%

The list is partial; rates above refer to the full screens.
